Source: PubChem BioAssay (several laboratories)
Shn3 inh set2: Schnurri-3 reporter inhibition in Clone20 osteoblasts; actives 0.52% (n = 360,000); inhibition, % at 12.5 µM; Clone20 osteoblast Shn3 3'UTR firefly luciferase, 24 h; AID 588674;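 active means mean inhibition of at least 75% with every replicate also reaching 75%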;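 further: 0% = median of neutral control wells and 100% = pilot-screen positive control compound; some compounds past the cut are filed as inactive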
CaV13 ICDI inh: Primary screen for inhibitors of IQ motif and Ca2+-dependent inactivation inhibitor domain binding in CACNA1D, Förster resonance energy transfer in living cells, …; actives 0.098% (n = 340,000); AID 743397; HEK cells, CFP/YFP FRET ICDI-IQ, plate reader, 10 min; percent FRET-ratio fall versus neutral wells; inhibition, % at 12.3 µM;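 active means mean replicate inhibition of at least 30% and at least 1% of replicates passing that level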;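 further: 0% = median of the neutral control wells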
Peg3 promoter: reduces Peg3 promoter-driven luciferase expression in HeLa | inhibition, % at 20 µM | AID 588405 | HeLa PEG-Prom luciferase reporter, luminescence, overnight | actives 1.7% (n = 360,000);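 active means inhibition of at least 50% at 20 µM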
HIF-2a block: blocks HIF-2a reporter activity; 786-0 RCC cells HIF-2a reporter, luciferase luminescence, overnight; AID 624352; actives 0.72% (n = 360,000); inhibition, % at 18.8 µM;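 active means inhibition of the luminescence signal of 40% or more relative to plate controls, in a single-dose primary screen at 18.75 µM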
CF NFkB inh: inhibitors of cystic fibrosis induced NF-kB | KKLEB NF-kB-GFP reporter, PAF-induced, GFP fluorescence overnight | inhibition, % at 5 µM | actives 0.86% (n = 360,000) | AID 588850;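 active means at least 50% inhibition at 5 µM, scaled per plate between neutral and stimulator controls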;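 further: PAF is a Pseudomonas aeruginosa culture filtrate used as stimulus; plate controls were PAF-stimulated DMSO wells for no effect and unstimulated DMSO wells for full effect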
NR2E3 ag-1: agonists of human nuclear receptor NR2E3; Q9Y5X4; GST-NR2E3/biotin-RetCOR TR-FRET, 1536-well; inhibition of corepressor binding, % at 4.78 µM; actives 0.12% (n = 320,000); AID 2300;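 active means percent inhibition above the cutoff of mean plus 3 SD of all tested compounds, set per screening campaign, cut at about 20% in these data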;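 further: 0% = DMSO wells and 100% = biotin wells as full block of FRET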
Target sequence (Q9Y5X4 whole entry, looked up): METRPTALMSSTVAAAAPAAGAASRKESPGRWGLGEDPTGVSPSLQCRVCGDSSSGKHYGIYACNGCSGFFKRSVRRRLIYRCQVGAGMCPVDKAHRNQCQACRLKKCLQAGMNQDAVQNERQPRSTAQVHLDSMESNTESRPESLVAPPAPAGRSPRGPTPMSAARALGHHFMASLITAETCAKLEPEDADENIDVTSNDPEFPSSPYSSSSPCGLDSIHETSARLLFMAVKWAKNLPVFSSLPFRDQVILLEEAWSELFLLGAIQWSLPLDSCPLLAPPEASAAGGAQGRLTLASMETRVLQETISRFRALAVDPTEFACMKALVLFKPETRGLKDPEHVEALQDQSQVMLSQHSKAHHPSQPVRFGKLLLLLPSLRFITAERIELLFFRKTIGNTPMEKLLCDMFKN
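System: GST-tagged NR2E3 plus biotinylated RetCOR corepressor; Buffer or medium: pH 7.5 Tris-based buffer; Probe or stimulus: RetCOR corepressor, biotinylated, 7 nM; Doses: compound at 4.8 µM, single dose; Schedule: 5 h incubation at 4 °C; Technique: time-resolved FRET; Evaluation: percent inhibition of TR-FRET ratio; Replication: one well per compound, singlicate testing.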
Vif inh: HIV Vif inhibition; actives 0.35% (n = 340,000); HEK293T cells, Vif self-association by quenched fluorescence, imaging, 24 h; inhibition, % at 7.49 µM; in the data active means inhibition above about 50%, passing the limit was not always enough; further: some results filed as inactive read as strong as hits
TRPM1 prom inh: MITF TRPM1 promoter inhibition in SK-MEL-5 cells. SK-MEL-5 TRPM1 promoter luciferase, 24 h. inhibition, % at 12.5 µM. actives 0.83% (n = 330,000);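 active means mean inhibition across replicates of 60% or more, whatever share of single replicates reaches that level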; further: values of inactives mirror those of a sister screen read the other way
NR2E3 ag-2: agonists of human NR2E3 nuclear receptor | CHO-S Gal4-NCOR/VP16-NR2E3 two-hybrid, luciferase | inhibition of corepressor binding, % at 3.98 µM | actives 0.35% (n = 360,000) | AID 602229;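 active means inhibition above the mean of all tested compounds plus 3 SD, cut at about 70% in these data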;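 further: 0% = DMSO with NR2E3 transfected cells and 100% = cells lacking NR2E3 construct; higher means lower luciferase signal from less NR2E3 corepressor binding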
KKLEB cytotox: reduces viability of KKLEB cystic fibrosis airway cells | KKLEB CF airway cells viability, ATPlite luminescence, overnight; stronger effect = lower value; cells stimulated with P. aeruginosa culture filtrate | activity change (cytotoxicity), % at 5 µM | actives 0.36% (n = 360,000);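 active means corrected activity change at or below -50% at 5 µM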
PDI turbidity: inhibitors of human protein disulfide isomerase; inhibition, % at 10 µM; AID 588391; actives 0.052% (n = 350,000); PDI insulin aggregation turbidity, A650, 90 min; P07237;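 active means mean inhibition across replicates of 30% or more, whatever share of single replicates reach that level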;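 further: absorbance from insulin aggregation driven by PDI reduction with DTT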
Target sequence (P07237 whole entry, looked up): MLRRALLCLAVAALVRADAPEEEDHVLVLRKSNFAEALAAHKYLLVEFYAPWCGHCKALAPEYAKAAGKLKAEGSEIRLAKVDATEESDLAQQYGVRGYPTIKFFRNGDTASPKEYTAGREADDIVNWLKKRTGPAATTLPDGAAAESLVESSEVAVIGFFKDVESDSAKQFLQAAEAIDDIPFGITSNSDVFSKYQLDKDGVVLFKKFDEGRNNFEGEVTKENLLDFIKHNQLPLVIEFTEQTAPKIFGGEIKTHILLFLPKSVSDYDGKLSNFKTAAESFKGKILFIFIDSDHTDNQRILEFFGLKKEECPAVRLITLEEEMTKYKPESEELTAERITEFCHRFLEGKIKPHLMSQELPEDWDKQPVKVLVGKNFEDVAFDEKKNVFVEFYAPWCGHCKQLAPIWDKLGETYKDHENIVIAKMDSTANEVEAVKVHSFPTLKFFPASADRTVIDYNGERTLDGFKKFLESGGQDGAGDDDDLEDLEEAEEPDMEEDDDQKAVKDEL
Active calls of the source: *; · = no result given. The order is random; about 3.3% have a hit in one of these screens.

SMILES | Shn3 inh set2 | CaV13 ICDI inh | Peg3 promoter | HIF-2a block | CF NFkB inh | NR2E3 ag-1 | Vif inh | TRPM1 prom inh | NR2E3 ag-2 | KKLEB cytotox | PDI turbidity
Clc1cccc(Cc2c(-c3ccccc3)nc3ccc(Cl)cn23)c1 | 0 | -3 | -63 | -164 | 11 | · | · | · | -17 | 2 | ·
Cc1[nH]c2ccccc2c1CC(=O)O | 4 | -9 | 14 | 17 | -11 | 7 | -5 | 11 | -24 | 15 | -2
COc1ccccc1N1CCN(CCCC(=O)c2ccc(F)cc2)CC1 | -2 | -6 | 1 | -3 | 1 | 1 | -4 | 5 | -23 | -12 | -1
Cc1ccc2cc(C(c3nnnn3C3CCCC3)N3CCOCC3)c(=O)[nH]c2c1C (stereo not drawn) | 2 | -8 | 7 | 9 | -18 | 0 | 12 | -12 | -13 | 3 | -8
Cc1cc2cccc(C)c2nc1SCC(=O)NC1CCCCC1 | 8 | -4 | -2 | 12 | 4 | 4 | 15 | 9 | -24 | 21 | -14
CN1CCN(S(=O)(=O)c2ccc(N(C)Cc3cccs3)nc2)CC1 | -11 | · | 7 | 10 | 2 | 4 | 10 | -9 | -21 | 4 | 0
Cc1noc(C)c1C(=O)OCC(=O)Nc1ccc(S(N)(=O)=O)cc1 | -14 | -6 | -3 | 5 | 2 | 0 | 4 | -12 | 2 | 3 | 16
CCCCCCCCC(=O)NC(NC(=S)N1CCOCC1)C(Cl)(Cl)Cl (stereo not drawn) | 26 | · | 19 | 3 | 16 | -2 | 1 | 5 | -3 | -3 | -4
O=C1C2CCCN2C(=O)N1CCN1CCN(CCO)CC1 (stereo not drawn) | 8 | -4 | 12 | -4 | -4 | 2 | -3 | 8 | 5 | 12 | -6
CCCCOC(=O)c1ccc(NC(=O)C(=O)NCc2cccnc2)cc1 | 20 | -5 | 11 | 5 | 12 | 4 | -1 | -2 | -30 | -12 | -9
Nc1c(-c2ccc(Cl)cc2)cnc2ncnn12 | 2 | -5 | 4 | 2 | -1 | -2 | -6 | 11 | -7 | -2 | -6
Cc1cc(C)c2c(N)c(C(=O)N/N=C/c3ccccc3)sc2n1 | -55 | -3 | -260 | -276 | -23 | 0 | 0 | -82 | -55 | 6 | 0
COc1cc(/C=C/[N+](=O)[O-])ccc1OC(=O)/C=C/c1ccc(F)cc1 | 56 | -5 | 103* | 8 | -30 | 4 | 5 | 24 | 20 | -4 | -12
Cc1cc(NC(=O)COC(=O)CSCc2ccc(Cl)c(Cl)c2)no1 | 14 | -7 | 15 | 7 | 5 | 4 | -9 | -14 | 3 | -8 | 0
CC(c1ccc(Br)cc1)N1CC23C=CC(O2)C(C(=O)O)C3C1=O (stereo not drawn) | -38 | -4 | 4 | 10 | 3 | -4 | -12 | -3 | -39 | 5 | ·
Nc1ccc(-n2nnnc2-c2ccco2)cc1 | -13 | -5 | -8 | 3 | 1 | 3 | 6 | -1 | -7 | 0 | -6
Cc1cc(C)c(S(=O)(=O)c2cccc(Br)c2C)c(Cl)n1 | -15 | -21 | 11 | 30 | 4 | · | 4 | -12 | -5 | 4 | -4
C=CCNC(=O)c1ccccc1NS(=O)(=O)c1ccc(SC)cc1 | -7 | -6 | 17 | 4 | 16 | 1 | -13 | -10 | -3 | -14 | 3
CCn1cc(C(=O)NCCc2ccc(OC)c(OC)c2)c(=O)c2cc(S(=O)(=O)N3CCOCC3)ccc21 | -5 | -2 | 0 | 8 | 5 | 0 | 1 | -2 | -4 | 2 | 0
O=C(COc1ccc(Br)cc1)Nc1ccc(C(=O)Nc2ccccc2C(=O)O)cc1 | 8 | -3 | 5 | 7 | -4 | 4 | 4 | 6 | 0 | 6 | -16

Three structures out of the list, arranged by SMILES length, ascending:
SMILES | Shn3 inh set2 | CaV13 ICDI inh | Peg3 promoter | HIF-2a block | CF NFkB inh | NR2E3 ag-1 | Vif inh | TRPM1 prom inh | NR2E3 ag-2 | KKLEB cytotox | PDI turbidity
Nc1c(-c2ccc(Cl)cc2)cnc2ncnn12 | 2 | -5 | 4 | 2 | -1 | -2 | -6 | 11 | -7 | -2 | -6
Cc1cc(C)c(S(=O)(=O)c2cccc(Br)c2C)c(Cl)n1 | -15 | -21 | 11 | 30 | 4 | · | 4 | -12 | -5 | 4 | -4
O=C(COc1ccc(Br)cc1)Nc1ccc(C(=O)Nc2ccccc2C(=O)O)cc1 | 8 | -3 | 5 | 7 | -4 | 4 | 4 | 6 | 0 | 6 | -16

The listing continues:
SMILES | Shn3 inh set2 | CaV13 ICDI inh | Peg3 promoter | HIF-2a block | CF NFkB inh | NR2E3 ag-1 | Vif inh | TRPM1 prom inh | NR2E3 ag-2 | KKLEB cytotox | PDI turbidity
CC(NC(=O)c1ccc(CS(=O)(=O)Cc2ccccc2F)o1)c1ccc2c(c1)OCCO2 (stereo not drawn) | 10 | · | 8 | 10 | -2 | 3 | 19 | 1 | -9 | 0 | -1
COc1cccc(CN(C)C(=O)c2ccc(NS(=O)(=O)c3ccc4[nH]c(=O)[nH]c4c3)cc2)c1OC | -11 | -6 | 15 | 9 | -1 | 1 | 0 | -1 | -6 | 3 | 6
Cc1ccc2c(c1)N(CC(=O)N1CCCC(C)C1)C(=O)CO2 (stereo not drawn) | 10 | -3 | 3 | 13 | 16 | -1 | 3 | 4 | -21 | 3 | -7
CCC(NC(=O)Nc1cc(OC)c(OC)c(OC)c1)(C(F)(F)F)C(F)(F)F | 11 | -4 | 8 | 10 | 6 | -4 | -1 | 8 | 5 | -2 | 0
O=C(CCN1N=C(c2ccccc2)CCC1=O)NC1CCCCC1 | 34 | -7 | -8 | 5 | 0 | · | 0 | · | 15 | -4 | 5
Cc1c(C(=O)O)cccc1[N+](=O)[O-] | -10 | · | -17 | 11 | -2 | -1 | -2 | -1 | 11 | 12 | ·
COC(=O)c1ccc(CSc2ccc3nnc(-c4cccc(F)c4)n3n2)o1 | 1 | -6 | 8 | 9 | -23 | 0 | -4 | -19 | -39 | -12 | 12
O=C(CN1C(=O)NC2(CCCCCC2)C1=O)Nc1ccc(OC(F)(F)F)cc1 | 12 | -9 | 14 | 5 | -27 | · | · | · | 23 | 12 | 4
O=C(CCCN1C(=O)/C(=C/c2cccs2)SC1=S)NNC(=O)c1ccccc1O | 43 | -15 | 34 | 41* | -8 | 0 | -4 | 12 | 20 | 3 | 3
CNc1cncc(-c2ccc(S(C)(=O)=O)cc2)n1 | -26 | -6 | -15 | -9 | -20 | · | 0 | · | -55 | 13 | -4
CCOC(=O)N1CCN(C(=O)COC(=O)c2ccc(Cl)nc2)CC1 | 17 | -6 | 1 | 9 | 19 | · | 11 | 4 | 29 | 12 | 7
CCOC(=O)C1=C(C)N(C)C(C)=C(C(=O)OCC)C1c1ccc(Cl)cc1 | -3 | 12 | 29 | 10 | -13 | 1 | -29 | 18 | 7 | -3 | 10
CCn1ncc(Br)c1C(=O)Nc1ccn(C23CC4CC(CC(C4)C2)C3)n1 | 4 | -2 | 6 | 9 | 10 | 4 | -14 | 6 | -3 | -6 | 5
CCC(C)c1ccccc1OCCCN(C)Cc1ccccc1 (stereo not drawn) | 4 | -18 | -1 | 7 | -9 | 6 | -3 | -7 | 19 | 12 | -7
COc1ccc(OC)c(/C=N/NC(=O)c2[nH]nc3c2CCc2ccccc2-3)c1 | -6 | -4 | -6 | -18 | -11 | -4 | 3 | -26 | 14 | 13 | -17
CCOC(=O)c1snc2c(=O)[nH]cnc12 | -40 | -8 | 6 | 14 | -12 | 1 | -1 | -1 | 26 | 4 | 15
CCN(CC)S(=O)(=O)c1cccc(C(=O)NCCCN2CCOCC2)c1 | 8 | -12 | -2 | 7 | 0 | 5 | 16 | -3 | -20 | 6 | -3
Cc1ccn2c(CNC(C)CCn3cccn3)c(C(=O)N3CCCCCC3)nc2c1 (stereo not drawn) | 5 | -5 | 15 | 13 | -19 | -1 | 9 | -1 | -4 | 8 | -3
CCN(C[C@H]1N[C@@](CC)(C(=O)OC)[C@H]2C(=O)N(C)C(=O)[C@@H]12)C(=O)c1ccc(C(C)(C)C)cc1 | 8 | -5 | -1 | 10 | -11 | · | 12 | -9 | -62 | 4 | 2
COc1cc(OC)cc(C(=O)NC(C(=O)OCn2nnc3ccccc3c2=O)C(C)C)c1 (stereo not drawn) | 1 | -2 | -10 | 7 | 12 | 1 | -8 | 8 | 13 | -12 | -5
CC(=O)Nc1nn(C)c2nc3ccc(C)cc3cc12 | 7 | -5 | -2 | 2 | -6 | -8 | 10 | -5 | -7 | 4 | -12
COc1ccccc1NS(=O)(=O)c1cc(NC(=O)c2ccco2)ccc1N1CCOCC1 | -25 | 0 | -10 | 21 | 2 | -2 | -1 | 16 | 6 | -2 | 2
CCc1nnc(NC(=O)c2nc(S(=O)(=O)Cc3ccc(C)cc3)ncc2Cl)s1 | 94* | -5 | 106* | 50* | 94* | 3 | -17 | 69* | 54 | -82* | 2
CCCN(CC(=O)Nc1ccccc1C)C(=O)C1CC(=O)N(c2ccc(CC)cc2)C1 (stereo not drawn) | -3 | -5 | -1 | 3 | 19 | 1 | 1 | 5 | -12 | -16 | -9
C=CCN1C(=O)/C(=c2\sc3nc(=O)c(Cc4ccccc4)nn3c2=O)c2ccccc21 | 5 | -4 | 6 | 15 | -10 | 0 | -3 | · | 6 | 14 | 2
CC(OC(=O)c1ccc(Cl)nc1)C(=O)Nc1ccc(S(=O)(=O)N2CCCC2)cc1 (stereo not drawn) | -14 | -6 | -2 | 6 | -11 | -5 | -4 | 1 | -14 | -2 | -1
COC(=O)Nc1ccc(SCC(=O)c2ccc(Cl)cc2)cc1 | -8 | 8 | 1 | -8 | -14 | -3 | -4 | 1 | -5 | 19 | -5
O=C(Nc1ccc(C(=O)O)cc1)/C(=C\c1ccc2c(c1)OCO2)NC(=O)c1ccccc1Cl | -8 | -5 | 1 | 1 | 12 | · | 14 | · | -7 | -6 | -6
CCOc1ccc2nc(SCC(=O)N(CC(C)C)c3c(N)n(Cc4ccccc4)c(=O)[nH]c3=O)[nH]c2c1 | -9 | -7 | 5 | 8 | 3 | -1 | -5 | 13 | -2 | -8 | 1
COc1cc(NC(=O)CCCn2c(=S)[nH]c3ccccc3c2=O)cc(OC)c1OC | -3 | 17 | 15 | 22 | 3 | -1 | -1 | 7 | -9 | -4 | 6
CCOc1ccccc1NC(=O)Cn1c(=O)c2ccccc2n(CC)c1=O | -6 | -9 | 3 | 17 | 11 | -1 | -2 | 7 | -3 | 20 | 13
O=C(CCCc1ccccn1)c1ccc(-c2ccccc2)cc1 | -25 | -5 | -305 | -298 | -21 | · | -15 | -73 | -82 | 12 | 8
Cc1ccc(S(=O)(=O)N2CCCC2)cc1S(=O)(=O)N1CCCC1 | 1 | -5 | 15 | 7 | 2 | 7 | -3 | 5 | 1 | 0 | -6
CN(C(=O)CSc1ncccn1)C1CCS(=O)(=O)C1 (stereo not drawn) | 10 | -3 | -13 | 2 | 3 | 4 | 10 | 2 | -9 | 5 | 2
